SUMO HTRF inh = inhibitors of in vitro SUMOylation cascade, primary screen, biochemical, HTRF, uHTS | SUMO-conjugating enzyme UBC9 (Homo sapiens), P63279 | HTRF SUMOylation assay, SAE1/SAE2 + UBC9 | inhibition, % at 35 µM | 290,000 compounds, 0.36% hits | AID 2006, 2009; in the data active = inhibition above about 50%, passing the limit was not always enough; note: strong numbers were not always called active
Target sequence (P63279 whole entry, looked up): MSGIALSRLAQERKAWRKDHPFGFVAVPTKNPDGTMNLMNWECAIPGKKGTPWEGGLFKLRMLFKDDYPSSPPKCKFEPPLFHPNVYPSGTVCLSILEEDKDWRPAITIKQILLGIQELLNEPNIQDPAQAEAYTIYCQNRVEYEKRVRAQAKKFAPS
MEKK2mut PB1 HTS = MEK5 binding signal on mutant MEKK2 PB1, primary screen, biochemical, multiplex bead flow cytometry, Alexa488-MEK5; 290,000 compounds, 0.35% hits; Alexa488-MEK5 binding to MEKK2 mutant; percent response, % at 10 µM; in the data active = percent response above about 24%, passing the limit was not always enough; note: inactives centre near 1; some results filed as inactive read as strong as hits
GalR3 antagonist = GalR3 antagonists in HEK293 cells, primary screen, cell-based, fluorescence readout. Galanin receptor type 3 (Homo sapiens), O60755. HEK293 GalR3-CNG cAMP membrane potential fluorescence; galR3 body fused to GalR1 C-terminus. inhibition, % at 3 µM. 360,000 compounds, 0.44% hits;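 active = inhibition above the screen-wide average plus 3 SD, cut at about 13% in these data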;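 note: forskolin and galanin both at EC90 stimulate the cells; cAMP rise reported by CNG channel membrane potential dye signal; 0% = forskolin plus galanin with DMSO and 100% = forskolin alone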
Target sequence (O60755 1-299 limits assumed): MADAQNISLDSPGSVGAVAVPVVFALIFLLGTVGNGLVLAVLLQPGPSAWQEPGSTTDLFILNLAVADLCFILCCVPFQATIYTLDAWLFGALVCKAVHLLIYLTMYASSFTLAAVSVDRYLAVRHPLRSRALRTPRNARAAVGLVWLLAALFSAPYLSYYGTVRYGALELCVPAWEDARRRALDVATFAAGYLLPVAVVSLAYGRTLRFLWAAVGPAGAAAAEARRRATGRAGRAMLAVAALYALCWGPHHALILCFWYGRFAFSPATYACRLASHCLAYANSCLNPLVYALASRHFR
MEKK3 PB1 HTS = modulators of MEKK3-MEK5 PB1 binding, primary screen, biochemical, wildtype MEKK3, multiplex bead flow cytometry, Alexa488-MEK5 | Mitogen-activated protein kinase kinase kinase 3 (Homo sapiens), Q99759 | bead-based flow cytometry, Alexa488-MEK5 binding to MEKK3; actives lie on both sides; 0 = blocked by unlabeled MEK5, 100 = vehicle | binding response (% of control), % at 10 µM | 290,000 compounds, 1.4% hits | AID 1529, 2009;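 active = binding response more than 3 SD above or below the average of its plate-row segment, actives on both sides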;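 note: Alexa488 bead fluorescence after subtracting the streptavidin-only scavenger bead signal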
Target sequence (Q99759 whole entry, looked up): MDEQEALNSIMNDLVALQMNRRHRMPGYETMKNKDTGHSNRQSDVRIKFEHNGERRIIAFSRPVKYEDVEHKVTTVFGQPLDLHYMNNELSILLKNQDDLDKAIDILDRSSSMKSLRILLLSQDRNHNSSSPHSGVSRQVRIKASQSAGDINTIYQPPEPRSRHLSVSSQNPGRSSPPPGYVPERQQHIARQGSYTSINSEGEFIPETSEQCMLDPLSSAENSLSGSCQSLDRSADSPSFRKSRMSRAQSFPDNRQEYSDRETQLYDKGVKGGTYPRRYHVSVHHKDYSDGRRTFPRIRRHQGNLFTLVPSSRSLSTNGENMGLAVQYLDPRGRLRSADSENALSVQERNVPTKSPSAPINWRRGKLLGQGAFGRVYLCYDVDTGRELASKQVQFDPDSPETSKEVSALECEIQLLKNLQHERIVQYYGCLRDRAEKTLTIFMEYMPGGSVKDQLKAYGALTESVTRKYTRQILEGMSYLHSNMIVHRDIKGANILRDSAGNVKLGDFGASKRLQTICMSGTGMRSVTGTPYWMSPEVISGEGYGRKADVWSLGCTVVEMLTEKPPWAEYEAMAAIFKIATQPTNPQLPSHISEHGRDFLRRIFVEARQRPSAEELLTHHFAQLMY
NS3 helicase inh = inhibitors of HCV NS3 helicase, primary screen, biochemical, Cy5 molecular beacon fluorescence. NS3 helicase DNA unwinding. inhibition, % at 10.9 µM. 290,000 compounds, 0.56% hits. AID 1800, 2009;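 active = inhibition above the mean of all tested compounds plus 3 SD, set per campaign, cut at about 35% in these data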;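 note: 0% = DMSO wells and 100% = thioflavine S control wells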
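Material: hepatitis C virus NS3 helicase domain fragment enzyme; measured by: Cy5 fluorescence, 0 and 60 min reads; control set: DMSO and thioflavine S; incubation: 60 min unwinding reaction at 25 °C after ATP addition; read-out basis: % inhibition from 60/0 min fluorescence ratio, DMSO 0%, thioflavine S 100%; repeats: singlicate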
CRFR2-BP ag = agonists of CRF-BP/CRF-R2 complex, primary screen, cell-based, HEK293, calcium dye fluorescence, uHTS; calcium dye fluorescence (FLIPR); percent of saturating CRF peptide response; activation, % at 13.2 µM; AID 588473, 2011; 350,000 compounds, 0.46% hits;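 active = activation of at least 50%, plus an integration ratio under a set limit after plate pattern correction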;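 note: plate controls were neutral control wells without compound for no effect and CRF at EC100 for full effect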
CRFBP-R2 block = antagonists of CRF-BP/CRF-R2 complex, primary screen, cell-based, HEK293, calcium dye fluorescence, uHTS; CRF-induced calcium fluorescence; 350,000 compounds, 0.59% hits; inhibition, % at 11.8 µM; AID 588475, 2011;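 active = inhibition of the ligand-induced calcium signal above about 50% at the single tested concentration, limit read from the data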
FID counter = compounds displacing fluorescent DNA intercalator, primary screen, artefact control for HCV NS3 helicase inhibitor project, biochemical, FID fluorescence. inhibition, % at 7.9 µM. 290,000 compounds, 0.17% hits. DNA fluorescent intercalator displacement; in the data active = inhibition above about 37%;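 note: 0% = vehicle and 100% = reference compound; higher means more ethidium bromide displaced from hairpin DNA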
MEKK2 WT-MEK5 = modulators of MEK5 binding to wildtype MEKK2, primary screen, biochemical, multiplex bead flow cytometry, Alexa488-MEK5; AID 1531, 2009; binding response (% of control), % at 10 µM; Alexa488-MEK5 binding to MEKK2 WT; actives lie on both sides; 290,000 compounds, 1.1% hits; Mitogen-activated protein kinase kinase kinase 2 (Homo sapiens), Q9Y2U5; in the data active = binding response below about 67% or above about 130%
* marks the source's active call; other numbers are inactive results; / = no result given; [ ] = dose if it differs, or a comment.

The opening 4 records as a preview:
SMILES	SUMO HTRF inh	MEKK2mut PB1 HTS	GalR3 antagonist	MEKK3 PB1 HTS	NS3 helicase inh	CRFR2-BP ag	CRFBP-R2 block	FID counter	MEKK2 WT-MEK5
COc1cccc(CNC(=O)CN(C)S(=O)(=O)c2cccc3cccnc23)c1	7	-1	-2	106	-14	-1.2	4	-14	108
CCCCN1C(=O)C(NC(C)=O)c2ccccc21 (centres undefined)	1	0	-2	104	2	-0.7	5	-9	102
Cc1noc(C)c1C(=O)OCC(=O)Nc1cccc(S(N)(=O)=O)c1	-9	-1	-1	96	1	0.5	20	-2	94
COc1cccc(C(=O)Nc2ccc3c(C)cc(=O)oc3c2)c1	13	-1	-2	99	2	0.2	-8	-22	96

This part in full, from the start:
SMILES	SUMO HTRF inh	MEKK2mut PB1 HTS	GalR3 antagonist	MEKK3 PB1 HTS	NS3 helicase inh	CRFR2-BP ag	CRFBP-R2 block	FID counter	MEKK2 WT-MEK5
COc1cccc(CNC(=O)CN(C)S(=O)(=O)c2cccc3cccnc23)c1	7	-1	-2	106	-14	-1.2	4	-14	108
CCCCN1C(=O)C(NC(C)=O)c2ccccc21 (centres undefined)	1	0	-2	104	2	-0.7	5	-9	102
Cc1noc(C)c1C(=O)OCC(=O)Nc1cccc(S(N)(=O)=O)c1	-9	-1	-1	96	1	0.5	20	-2	94
COc1cccc(C(=O)Nc2ccc3c(C)cc(=O)oc3c2)c1	13	-1	-2	99	2	0.2	-8	-22	96
Cc1ccc(S(=O)(=O)N2c3cc(C)ccc3OCC2C(C)(C)C)cc1 (centres undefined)	7	7	-5	121	-9	4.7	34	1	114
O=C(NCCN1C(=O)S/C(=C\c2cccc(Cl)c2Cl)C1=O)C1=COCCO1	-10	-9	0	96	0	0.1	-11	-22	93
CN(C)C(=S)c1ccc(N(C)C)cc1	20	1	-2	104	-14	-3.2	28	-2	101
COc1ccccc1C1(CC(=O)O)CCOC(C(C)C)C1 (centres undefined)	-12	-4	-4	94	0	-1.1	5	-5	95
COc1c(/C=N/NC(N)=S)c(C)nn1-c1ccccc1	11	-1	-3	100	0	0.6	33	-4	99
CC1=NN(c2ccc(Cl)c(C(=O)O)c2)C(=O)/C1=C/c1ccc(-c2ccccc2[N+](=O)[O-])o1	36	4	-10	107	43*	-1.5	-1	0	104
COC(=O)C1=CN(Cc2ccc(OC)cc2)C=C(C(=O)OC)C1c1cccs1	3	-6	-9	99	9	-0.7	111*	-2	93
Cc1ccc(/C=N/NC(=O)c2ccc3c(c2)OCCO3)s1	20	5	1	108	6	0.6	18	-7	105
Cc1cc(=O)oc2c3c(cc(OCC(=O)NC4CC4)c12)OC(C)(C)CC3	34	-2	-5	101	-3	-0.1	6	-23	99
O=C(CC(=O)NC1CCCCC1)N/N=C/c1ccccc1F	1	-7	-5	90	-10	/	/	-7	94
COc1ccc(CCN(Cc2cc3cccc(C)c3[nH]c2=O)C(=O)N2CCCC2)cc1OC	-13	1	-5	105	-2	-0.4	0	-37	98
CC1(C)CC(=O)C2=C(C1)OC1=C(C(=O)CC(C)(C)C1)C2(C)C	-11	-2	/	97	9	/	/	-2	94
CCOCCCNC(=O)CCCn1nc(C)n2c(cc3sccc32)c1=O	0	-9	/	98	4	-6.8	42	-14	82
O=S(=O)(c1ccc2c(c1)OCCO2)N1CCN(Cc2ccc3c(c2)OCO3)CC1	11	-2	-6	103	-1	-0.5	42	-19	105
CS(=O)(=O)N(CC(=O)N1CCN(c2ccc(F)cc2)CC1)C1CCCCC1	18	-2	-5	102	4	-0.3	-12	-9	102
FC(F)(F)c1cccc(Cc2noc(CN3CCCC3)n2)c1	-9	2	-1	101	0	-0.9	21	-3	103
Cc1cc(C(=O)NCc2ccc(F)cc2)c2ccccc2n1	18	-1	-10	102	-13	-1.0	3	-2	100
CC(=O)Nc1ccc(NC(=O)CCC(=O)NCCO)cc1	6	4	/	101	8	0.6	3	0	103
O=C(Nc1ccccn1)Nc1cccs1	-6	/	-3	/	6	-1.3	1	0	/
C[C@@H](C(=O)Nc1nc2ccccc2s1)N1C(=O)C2CC=CCC2C1=O (some centres undefined)	-4	-2	-5	84	11	0.3	-17	7	89
CCn1c(=O)c(C(=O)NCc2cccnc2)c(O)c2ccccc21	12	-2	-2	103	0	-3.1	9	-1	104
CC(Sc1n[nH]c(=O)[nH]c1=O)C(=O)OCc1ccccc1 (centres undefined)	-2	-1	-2	98	-2	0.1	1	6	101
Cc1cccc(NC(=O)CCN2CCC(C(N)=O)CC2)c1	30	2	-6	107	2	2.7	-4	-1	108
N#C/C(=C/c1ccc(-c2ccc(S(N)(=O)=O)cc2)o1)c1nc2ccccc2s1	41	45	0	63*[inhibitor]	27	203*	-234	1	28*[inhibitor]
CN(C(=O)CS(=O)(=O)c1cccc(Cl)c1)c1ccccc1	-1	-7	-5	94	0	1.9	-1	-11	94
COc1ccc(C(=O)N2CCN(Cc3ccc4c(c3)OCO4)CC2)cc1[N+](=O)[O-]	24	-6	3	92	-5	2.7	-21	-7	96
COc1cccc(-n2c(C)nc3c(cnn3-c3ccc(C)cc3)c2=O)c1	-13	2	-5	103	-12	-0.3	-28	-17	103
Cc1cccc(C(=O)NCCCNC(=O)c2ccco2)c1	-13	-1	3	102	5	1.7	-8	-6	103
CCNC(=S)Nc1cccc(Cl)c1C	6	9	0	110	-6	-1.7	-1	-1	106
Cc1cc(C)c(S(=O)(=O)N2CCC(C(=O)NCc3ccc(Cl)cc3Cl)CC2)c(C)c1	-17	0	-5	105	-2	3.8	15	-2	109
CCOC(=O)C1CCCN(Cc2c(Cl)cccc2Cl)C1 (centres undefined)	-3	6	/	100	-5	-0.4	13	4	101
CN(C)CC(C)(C)CNS(=O)(=O)c1ccc(Cl)s1	-2	-5	-4	100	4	3.1	23	12	97
COCc1cc(=O)[nH]c(/N=C(\N)Nc2ccc(C)cc2)n1	3	3	-4	99	8	1.1	11	-7	99
CCCCOCCCNC(=O)c1ccc([N+](=O)[O-])c(C)c1	0	3	-1	104	7	-6.7	5	-7	106
O=C(CN1CCCC1)Nc1ccc(-c2nc3cc(NC(=O)CN4CCCC4)ccc3o2)cc1	37	-1	-9	88	-12	-1.0	10	47*	112
Cc1ccccc1N(CC(=O)NCCSc1ccccn1)S(=O)(=O)c1ccccc1	1	-12	-1	100	-2	-1.7	-53	-26	86
C=CCNC(=S)Nc1sc2c(c1C(=O)OCC)CCN(C(=O)OCC)C2	-4	1	-7	105	2	-2.6	14	-15	104
Cc1c(/C=C(\C#N)C(=O)NCc2ccccc2)cc(C#N)n1C	11	0	-8	101	-3	-0.2	7	-13	105
Cc1cc(C(=O)CSc2nnnn2-c2ccc(O)cc2)c(C)n1C	18	-4	2	99	5	0.7	-9	-8	94
O=C(CCc1ccccc1)c1ccc2c(c1)OCCCO2	-4	6	-4	106	15	0.4	-2	-16	107
CO/N=C(\C(=O)O)c1csc(NN=C(C)C)n1	20	-9	5	96	10	-1.6	12	2	96
CCOC(=O)N1CCN(C(=O)c2ccc(CNS(=O)(=O)c3ccc(NC(C)=O)cc3)cc2)CC1	/	-2	-8	99	4	1.0	-14	-21	102
CCCCc1c(O)nc(SCC(=O)NCCc2ccc(OC)c(OC)c2)[nH]c1=O	18	0	5	102	4	5.8	14	-6	103
O=C(CN1CCN(Cc2ccc(Cl)cc2)C1=O)NCCCN1CCN(c2ccc(F)cc2)CC1	14	21	-7	103	-17	2.1	4	11	137
O=C(COC(=O)c1cc(=O)[nH]c2ccccc12)Nc1nc(-c2ccccc2)cs1	-2	4	0	105	-2	-0.2	-4	0	102
COCCCn1c(SCC(=O)Nc2ccc3c(c2)OCCO3)nnc1-c1ccoc1C	-4	9	-4	104	-1	-0.3	-6	-20	109
COc1ccccc1-c1ccc(=O)n(CC(=O)NCc2cccs2)n1	14	0	1	103	-4	-3.7	7	-7	104
CC(C)(C)C(=O)Nc1nnc(SCC(=O)NCc2ccco2)s1	14	16	2	103	12	-0.5	-1	-1	100
N#C/C(=C/c1ccc(Br)s1)C(=O)NCCc1c[nH]c2ccccc12	-21	6	-2	93	-2	3.0	-37	-1	95
Cc1cccc(N2CCN(C(=O)c3cc(COc4ccc(F)c(F)c4)on3)CC2)n1	-6	2	-11	97	-14	0.2	0	-38	102
Cc1nc2c(s1)sc1ccccc12	-17	-1	-2	103	4	1.4	51*	3	101
N#Cc1c2n(c(=O)[nH]c1=O)CCCCC2	22	8	-3	104	-5	4.1	-15	4	103
CCOc1cc(N2CCOCC2)c(OCC)cc1NC(=O)c1ccc(-n2ccnc2)c([N+](=O)[O-])c1	11	6	-7	104	9	-0.2	7	-34	104
O=C(CC(c1ccccc1)(c1ccccc1)c1ccccc1)N[C@@H](Cc1ccccc1)C(=O)O	1	8	-6	102	1	-0.3	-4	-27	104
COc1ccc(C)cc1NC(=O)C1CCCN(S(=O)(=O)c2cnc[nH]2)C1 (centres undefined)	-14	3	2	108	2	-1.2	1	-4	104
CC1CCc2c(C(=O)NCCN3CCOCC3)csc2C1 (centres undefined)	10	4	-3	99	-2	-1.0	1	-3	98
Next results
SMILES	SUMO HTRF inh	MEKK2mut PB1 HTS	GalR3 antagonist	MEKK3 PB1 HTS	NS3 helicase inh	CRFR2-BP ag	CRFBP-R2 block	FID counter	MEKK2 WT-MEK5
Cc1ccc(C)c(OCC(=O)Nn2c(C)nc3ccccc3c2=O)c1	17	-12	-4	84	3	-4.0	7	-9	92
CCN(CC)c1ccc(NC(=O)c2cnccn2)cc1S(=O)(=O)Nc1ccc(OC)cc1	-7	-4	-1	90	-4	0.7	-7	-28	93
CN(CC(=O)OCC(N)=O)S(=O)(=O)c1ccc(Cl)cc1	-3	-1	-1	94	2	0.7	1	0	100
COc1ccc(C)cc1S(=O)(=O)N(C)CC(=O)N1CCCC1	1	10	-9	105	-18	-1.0	-7	-7	108
O=C(OCc1cccc([N+](=O)[O-])c1)c1cc2ccccc2oc1=O	-1	5	-10	102	2	-4.9	0	-4	99
Cn1c(=O)[nH]c(=O)c2c1nc(SCCC(=O)O)n2Cc1cccc(Br)c1	10	0	-9	101	9	-1.0	3	-24	101
CCc1ccc2oc(C(=O)N3CCN(C)CC3)cc(=O)c2c1	4	4	-11	100	-4	-0.8	3	-6	107
CC(C)c1ccc(NC(=O)c2cc([N+](=O)[O-])ccc2N2CCOCC2)cc1	-3	0	-4	103	-3	-0.6	3	-11	102
COc1ccc(NC(=O)C/C(C)=N/NC(=O)CCc2ccccc2)c(OC)c1	6	-3	-7	103	2	0.2	-4	-10	103
CC(=O)NCCc1nc2cc(NC(=O)c3ccc(F)cc3)ccc2n1C	10	1	-7	103	3	1.0	-12	-7	104
Cc1ccc(C)c(NC(=O)Nc2ccc3c(c2)OCO3)c1	14	1	-2	97	-14	-0.9	21	-9	98

Assay outcomes from PubChem.

Only part of the results is shown; the hit share may differ from the screen's.
